APOBEC3A inh = inhibitors of human APOBEC3A DNA deaminase | P31941 | inhibition, % at 20 µM | AID 493011 | recombinant A3A, FAM/TAMRA ssDNA deamination fluorescence | 330,000 tested, 0.41% active;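 active = at least 40% inhibition at 20 µM here, with at most 30% in a related deaminase screen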;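 note: plate controls were A3A with DMSO for no effect and wells lacking A3A enzyme for full effect; some results filed as inactive read as strong as hits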
CXCR6 inh = inhibitors of human CXCR6 receptor; CHO-K1 PathHunter CXCR6 beta-arrestin, luminescence; inhibition, % at 20 µM; 360,000 tested, 0.36% active; in the data active = inhibition above about 34%, passing the limit was not always enough;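 note: antagonist mode with CXCL16 agonist at 10 nM final; 0% = 10 nM CXCL16 with DMSO and 100% = unstimulated wells without agonist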
Target sequence (O00574 whole entry, looked up): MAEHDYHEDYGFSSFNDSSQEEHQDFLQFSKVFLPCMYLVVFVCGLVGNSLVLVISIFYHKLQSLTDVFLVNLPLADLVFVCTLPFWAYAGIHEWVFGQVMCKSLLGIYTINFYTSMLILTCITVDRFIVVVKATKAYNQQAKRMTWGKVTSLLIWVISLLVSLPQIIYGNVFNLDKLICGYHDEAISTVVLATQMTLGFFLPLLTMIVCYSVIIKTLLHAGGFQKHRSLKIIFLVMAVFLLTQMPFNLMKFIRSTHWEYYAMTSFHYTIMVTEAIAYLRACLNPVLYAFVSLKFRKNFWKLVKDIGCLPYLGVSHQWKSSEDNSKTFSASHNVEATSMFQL
MPTP inh = inhibitors of mitochondrial permeability transition pore; inhibition, % at 10 µM; isolated mouse mitochondria, Ca2+ swelling absorbance, 30 min; AID 602449; 360,000 tested, 1.4% active;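 active = inhibition of 50% or more, scaled per plate between neutral and stimulator controls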;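 note: 0% = DMSO wells given calcium and 100% = 1 mM EGTA wells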
APOBEC3G inh = APOBEC3G (human) deaminase inhibition | Q9HC16 | AID 493012 | recombinant A3G, ssDNA deamination FAM/TAMRA fluorescence | inhibition, % at 20 µM | 330,000 tested, 0.28% active;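 active = inhibition of at least 40% at 20 µM, with no more than 30% in the related APOBEC3A deaminase screen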;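 note: plate controls were DMSO wells with A3G for no effect and wells lacking A3G enzyme for full effect; some compounds called inactive have numbers as strong as hits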
GRIN3A LBD mod = modulators (binders) of human NR3A ligand-binding domain; 340,000 tested, 2.5% active; Tm shift relative to glycine control, % at 25 µM; NR3A LBD differential scanning fluorimetry, Tm shift; 0% = protein alone, 100% = glycine-bound protein; AID 1259313;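 active = melting temperature shift of at least 10% of the positive control shift, at one fixed dose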
Gli-Sufu block = antagonists of Gli-Sufu signaling; Sufu-KO-LIGHT fibroblasts, Gli luciferase reporter luminescence; inhibition, % at 5 µM; 340,000 tested, 0.74% active; AID 588413;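 active = inhibition above about 55%, limit read from the data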;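 note: 0% = DMSO-treated cells and 100% = wells with medium but no cells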
EBI2 antag = blocks human EBI2 receptor beta-arrestin signaling. EBI2 beta-arrestin recruitment, luminescence, 7a,25-OHC stimulated. inhibition, % at 5 µM. 360,000 tested, 0.81% active. AID 651636; in the data active = inhibition above about 38%;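 note: enzyme fragment complementation signal reports receptor beta-arrestin coupling in cells; 0% = agonist plus DMSO wells and 100% = wells without agonist; some results beyond the cut were filed as inactive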
Target sequence (P32249 whole entry, looked up, the tested form may be a part): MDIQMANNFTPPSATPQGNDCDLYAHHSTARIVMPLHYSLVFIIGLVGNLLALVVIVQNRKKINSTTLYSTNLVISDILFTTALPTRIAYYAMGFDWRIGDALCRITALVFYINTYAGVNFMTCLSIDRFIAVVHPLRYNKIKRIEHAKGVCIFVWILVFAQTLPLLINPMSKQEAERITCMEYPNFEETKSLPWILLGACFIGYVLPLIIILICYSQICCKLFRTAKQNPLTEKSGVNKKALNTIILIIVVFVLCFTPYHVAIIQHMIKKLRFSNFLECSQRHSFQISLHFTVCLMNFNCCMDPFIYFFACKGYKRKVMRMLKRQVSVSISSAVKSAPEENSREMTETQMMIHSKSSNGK
CCR6 antag = blocks CCL20-driven beta-arrestin recruitment at human CCR6 | CHO-K1 CCR6 PathHunter beta-arrestin, luminescence, CCL20-stimulated | inhibition, % at 20 µM | 340,000 tested, 0.49% active;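 active = compounds whose inhibition of the agonist-driven luminescence signal at 20 µM reaches about 50%, limit read from the data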;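 note: cells stimulated with CCL20 at 14 nM final; plate controls were DMSO with CCL20 for no effect and DMSO without agonist for full effect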
Target sequence (P51684 whole entry, looked up): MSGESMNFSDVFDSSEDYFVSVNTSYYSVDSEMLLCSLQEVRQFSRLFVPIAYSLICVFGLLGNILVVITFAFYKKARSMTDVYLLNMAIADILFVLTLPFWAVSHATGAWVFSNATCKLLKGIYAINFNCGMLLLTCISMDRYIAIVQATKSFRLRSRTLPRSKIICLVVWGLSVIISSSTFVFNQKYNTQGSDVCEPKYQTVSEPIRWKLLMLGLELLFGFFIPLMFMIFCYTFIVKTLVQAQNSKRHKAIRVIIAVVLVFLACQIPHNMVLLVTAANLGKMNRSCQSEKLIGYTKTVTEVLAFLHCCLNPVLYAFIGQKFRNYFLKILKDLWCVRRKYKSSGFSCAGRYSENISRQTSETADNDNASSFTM
Starred values were filed as active, the others as inactive; nt = not tested or not shown.

The first two compounds, ahead of the listing:
item | SMILES | APOBEC3A inh | CXCR6 inh | MPTP inh | APOBEC3G inh | GRIN3A LBD mod | Gli-Sufu block | EBI2 antag | CCR6 antag
1 | COc1ccc(C(=O)Cn2nnc(-c3ccc(N4CCOCC4)cc3)n2)cc1OC | 1 | -11 | -1.5 | -3 | -2 | -12 | -11 | -30
2 | Cc1nnc(-c2cnn(C)c2N)n1Cc1ccccc1 | -2 | -8 | 0.5 | -2 | 0 | 0 | -8 | -3

Results, repeating the preview:
item | SMILES | APOBEC3A inh | CXCR6 inh | MPTP inh | APOBEC3G inh | GRIN3A LBD mod | Gli-Sufu block | EBI2 antag | CCR6 antag
1 | COc1ccc(C(=O)Cn2nnc(-c3ccc(N4CCOCC4)cc3)n2)cc1OC | 1 | -11 | -1.5 | -3 | -2 | -12 | -11 | -30
2 | Cc1nnc(-c2cnn(C)c2N)n1Cc1ccccc1 | -2 | -8 | 0.5 | -2 | 0 | 0 | -8 | -3
3 | COc1cccc(NS(=O)(=O)c2cc(C)sc2C)c1 | -2 | -8 | 0.4 | -3 | 7 | 22 | -1 | 12
4 | CCCCSc1nc(O)c(Cc2ccccc2)c(=O)[nH]1 | -5 | -7 | -0.2 | -5 | 1 | 7 | -15 | -8
5 | O=C(/C=C/c1ccc(Br)cc1)c1ccco1 | -2 | 6 | 0.4 | -6 | -2 | -11 | -18 | 19
6 | Cc1ccc(CNC(=O)C(CC(C)C)OC(=O)c2ccco2)cc1 (stereo not given) | -3 | 12 | 1.1 | -11 | -2 | -12 | -3 | 11
7 | Cc1nn(C(=O)Cn2ccc([N+](=O)[O-])n2)c(C)c1Cl | -4 | -5 | 0.8 | -7 | 0 | 6 | -3 | 2
8 | O=C(CN(C(=O)c1csnn1)c1ccccc1)NCc1ccc2c(c1)OCO2 | -2 | -2 | 0.0 | 4 | -2 | -24 | 0 | 10
9 | O=C1NC(=O)C2(CCCCCC2)N1 | nt | -5 | -2.2 | nt | 0 | -5 | -1 | 0
10 | O=C(Nc1cccc(C2=NCCN2)c1)Nc1cccc(C2=NCCN2)c1 | 24 | 0 | 4.8 | 1 | 0 | 3 | 0 | -1
11 | CN1CCC(NC(=O)c2cccs2)CC1 | -1 | -1 | -2.5 | -9 | 0 | -7 | -3 | 3
12 | O=[N+]([O-])c1cccc(S(=O)(=O)Nc2ccc(S(=O)(=O)NCC3CCCO3)cc2)c1 (stereo not given) | 5 | -7 | -2.5 | -6 | 0 | 6 | 4 | 11
13 | c1ccc(CN2CCOCCOCCOCCOCC2)cc1 | 3 | 0 | 2.1 | 6 | 2 | -1 | -6 | 2
14 | CCCCCCNS(=O)(=O)c1ccc(NC(=O)C2CCCO2)cc1 (stereo not given) | 2 | 0 | 2.4 | 1 | 0 | 9 | -4 | 3
15 | CCc1ccc(NC(=O)c2ccc(OC)c([N+](=O)[O-])c2)cc1 | -2 | -1 | 4.8 | -13 | 12* | 1 | 0 | 24
16 | COC(=O)C(C)NC(=S)N1CCN(c2c(F)cc3c(=O)c(C(=O)O)cn(C4CC4)c3c2OC)CC1C (stereo not given) | -1 | -1 | 4.3 | -3 | 0 | -12 | -2 | 10
17 | Cc1ccc(NC(=O)c2ccc3c(=O)n4c(nc3c2)CCC4)cc1S(=O)(=O)N(C)C | 0 | -6 | -1.2 | -6 | -1 | -9 | -3 | -1
18 | O=C(CCSc1ccc(Cl)cc1)NCc1ccncc1 | 5 | 0 | 3.8 | -5 | 0 | -18 | 7 | -5
19 | COc1ccc(-c2nc3ccccc3s2)cc1O | 5 | -2 | 3.0 | 2 | -12 | -3 | 5 | -14
20 | Cc1cc(C(=O)N2CCN(C(=O)C3CCCO3)CC2)no1 (stereo not given) | 2 | -6 | 0.5 | 0 | 2 | 4 | -10 | -6
21 | CCOC(=O)c1sc2ccccc2c1OC(=O)c1ccc(C)cc1 | -4 | -10 | -1.3 | -4 | -3 | -3 | -25 | 7
22 | Cc1cc(/C=N\O)c(C)n1-c1ccncc1 | 14 | 4 | -1.6 | 1 | 0 | 8 | -2 | 7
23 | CC(C)CCNC(=O)Cc1c(C(=O)O)[nH]c2ccc(Cl)cc12 | 3 | -2 | 0.5 | -2 | -12 | 6 | -10 | -1
24 | N#CCCn1nc(-c2ccc(Cl)cc2)cc1Nc1ccccc1NC(=O)C(F)(F)F | -4 | 3 | 2.7 | -8 | 1 | 3 | -6 | 12
25 | CC(C)c1ccc2[nH]c(O)c(N=NC(=O)c3cccc(S(=O)(=O)Nc4ccccc4Cl)c3)c2c1 | 2 | 12 | 1.4 | -1 | 7 | -19 | 19 | 30

More results.
item | SMILES | APOBEC3A inh | CXCR6 inh | MPTP inh | APOBEC3G inh | GRIN3A LBD mod | Gli-Sufu block | EBI2 antag | CCR6 antag
26 | CCCCNC(=S)N(CCN(CC)CC)Cc1cc2cc3c(cc2[nH]c1=O)OCO3 | -2 | 12 | 0.6 | -10 | 2 | nt | -1 | 32
27 | NC(=O)c1sc2nc(N3CCCCC3)c3c(c2c1N)CCCC3 | -2 | 0 | -1.3 | 1 | 0 | 35 | 0 | 0
28 | Cc1cccn2c(CNCCc3ccco3)c(C(=O)N3CCOCC3)nc12 | 0 | 0 | -0.5 | -2 | -3 | 0 | 7 | -14
29 | Cc1cc(=O)oc2cc(O)c(N=Nc3ccccc3)cc12 | 2 | 6 | 1.9 | 3 | -4 | -2 | 3 | 5
30 | Cc1ccc2c(CC(=O)NNC(=O)c3ccccc3O)coc2c1 | 3 | 0 | 0.8 | 3 | 0 | -5 | -3 | 9
31 | CC(C)(C)NC(=O)C(c1ccccn1)N(C(=O)C1CSC(=O)C1)c1cccc(F)c1 (stereo not given) | 0 | 1 | 0.1 | -2 | -5 | 6 | -8 | 4
32 | CN(C)C(=O)/C=C\c1cn(-c2ccccc2)nc1-c1ccc2c(c1)OCCO2 | -1 | 11 | 1.5 | -1 | 0 | 13 | -2 | 8
33 | CN(C)c1ccnc2sc3c(NCC(O)CO)ncnc3c12 (stereo not given) | 2 | 2 | -1.9 | 0 | 1 | 0 | 0 | -1
34 | COc1ccc(C(=O)N2CCOC2CNC(=O)C(=O)NCc2ccc(Cl)cc2)cc1 (stereo not given) | 4 | 3 | 0.9 | -3 | -1 | -15 | 3 | 14
35 | CS(=O)(=O)N(CC(=O)Nc1ccccc1-c1ccccc1)c1cccc(F)c1 | 1 | 0 | -0.7 | 2 | -1 | 6 | 9 | 8
36 | CCN1C(=NCc2ccccc2)N[C@@H](c2ccccc2)[C@H](C(=O)OC)[C@H]1C | 55 | -3 | 0.2 | 32 | -1 | 5 | -1 | 9
37 | CCOc1cc(CNCCSc2nnnn2C)cc(Br)c1OCc1ccccc1F | -5 | -6 | 5.4 | -11 | -11 | 11 | 17 | 25
38 | Nc1nonc1-n1nnc(C(=O)N/N=C/c2ccccc2Cl)c1-c1ccccc1 | -6 | 0 | 0.1 | -12 | -12 | 13 | 12 | 8
39 | Cc1ccc(S(=O)(=O)NC(CC(C)C)C(=O)NCCCn2nc(C)cc2C)cc1 (stereo not given) | -1 | -3 | 0.5 | -5 | 1 | -3 | -4 | 10
40 | C=CCOc1ccccc1CN1CCSCC1 | 0 | -2 | 1.4 | -7 | 0 | 4 | -2 | -5
41 | CCN(c1ccc(OC)cc1)S(=O)(=O)c1ccc2c(c1)CCN2C(=O)CCC(=O)O | -9 | 1 | -2.3 | -7 | 0 | -1 | 12 | 7
42 | Cc1ccc(Cn2c(=N)c(S(=O)(=O)c3ccc(Br)cc3)cc3c(=O)n4ccccc4nc32)cc1 | 0 | -3 | -0.5 | 3 | 1 | 5 | 13 | 11
43 | COc1ccc(S(=O)(=O)n2oc(=O)cc2-c2ccccc2)cc1OC | -3 | 4 | 2.0 | -6 | -3 | -2 | -4 | 6
44 | O=C(Nc1ccccc1Cl)c1cc[n+]([O-])cc1 | -1 | 2 | -1.1 | -4 | -2 | 42 | 3 | 18
45 | Cn1cc(C(=O)C(=O)NC2CCCCC2)c2ccccc21 | -3 | -7 | -0.2 | -4 | 2 | -20 | 2 | -2
46 | Cc1ccsc1C(=O)Nc1nccs1 | 0 | -3 | -0.8 | -3 | 0 | -29 | -8 | -4
47 | Cc1ccc(CSc2nc3ncccc3[nH]2)cc1 | -1 | -3 | 6.5 | -2 | -1 | -93 | 4 | 7
48 | O=c1[nH]c(=O)n(C2CCCO2)cc1Br (stereo not given) | -3 | 4 | -2.0 | -4 | -1 | 30 | -4 | 2
49 | Cc1cc(SCC(=O)c2ccc(O)c(O)c2)nc2ccccc12 | -1 | -2 | 6.2 | 1 | 12* | -2 | -1 | -2
50 | Cc1ccc(C(O)Cn2nc(C)cc2C)cc1 (stereo not given) | -4 | -2 | -1.1 | -9 | -2 | -10 | -5 | 1

The listing continues.
item | SMILES | APOBEC3A inh | CXCR6 inh | MPTP inh | APOBEC3G inh | GRIN3A LBD mod | Gli-Sufu block | EBI2 antag | CCR6 antag
51 | COc1cc(NC(=S)Nc2ccccn2)cc(OC)c1OC | 0 | 3 | 0.7 | -6 | 0 | 6 | -5 | 9
52 | CCOC(=O)c1ccccc1NC(=O)COC(=O)CCNS(=O)(=O)c1cccs1 | -6 | -3 | -3.0 | -10 | 3 | -2 | 2 | 4
53 | O=C1CCC(C(=O)Nc2cccc3ccccc23)N1 (stereo not given) | -2 | 1 | -1.6 | -5 | -3 | -9 | -7 | 0
54 | Cc1oc(-c2cccc(Cl)c2)nc1CN1CCC(C(=O)N2CCN(c3ccccn3)CC2)CC1 | 1 | -8 | 0.3 | 3 | -1 | 1 | 5 | 5
55 | COCCNC(=O)C(c1ccco1)N(C(=O)Cn1nnc2ccccc21)c1ccccc1C (stereo not given) | -1 | 2 | 0.0 | -2 | 2 | 2 | -7 | -10
56 | Cc1ccc(NS(=O)(=O)c2cccc(C(=O)N3CCCCC3)c2)cc1 | -4 | 6 | -1.9 | -6 | 0 | 9 | -4 | 7
57 | O=C(N/N=C/c1ccccc1Br)c1cccc(S(=O)(=O)N2CCOCC2)c1 | -2 | 0 | -1.9 | -4 | 0 | -2 | 7 | 19
58 | CCCNC(=O)C(Cc1cccc(Cl)c1)NC(=O)c1ccc(C#N)cc1 (stereo not given) | 0 | -9 | 0.6 | -6 | -1 | 2 | -13 | 12
59 | O=C(COC(=O)c1ccccc1C(=O)c1ccccc1)Nc1cccc([N+](=O)[O-])c1 | 0 | 8 | 2.8 | 0 | -2 | -6 | -55 | 23
60 | COc1ccc(C(=O)NC(=S)Nc2cccc3ncccc23)cc1[N+](=O)[O-] | -1 | 7 | -1.4 | 0 | -1 | 9 | 5 | 46
61 | CSc1nc2sc(-c3ccccc3)cc2c(=O)n1N | -1 | 3 | -1.9 | -1 | -2 | -120 | -4 | 0
62 | CCn1c(SCc2cccc(C(=O)O)c2)nnc1-c1ccccc1 | -6 | 1 | -11 | -12 | 1 | 4 | 8 | 13

Single records, from the list above. Screens in order: APOBEC3A inh, CXCR6 inh, MPTP inh, APOBEC3G inh, GRIN3A LBD mod, Gli-Sufu block, EBI2 antag, CCR6 antag
Listed for Cc1ccc(NS(=O)(=O)c2cccc(C(=O)N3CCCCC3)c2)cc1 → -4, 6, -1.9, -6, 0, 9, -4, 7
Listed for CCn1c(SCc2cccc(C(=O)O)c2)nnc1-c1ccccc1 → -6, 1, -11, -12, 1, 4, 8, 13
Listed for O=C(N/N=C/c1ccccc1Br)c1cccc(S(=O)(=O)N2CCOCC2)c1 → -2, 0, -1.9, -4, 0, -2, 7, 19
Listed for O=C1CCC(C(=O)Nc2cccc3ccccc23)N1 (stereo not given) → -2, 1, -1.6, -5, -3, -9, -7, 0
Listed for COCCNC(=O)C(c1ccco1)N(C(=O)Cn1nnc2ccccc21)c1ccccc1C (stereo not given) → -1, 2, 0.0, -2, 2, 2, -7, -10

Compounds were not picked by outcome; about 5.8% have a hit in one of these screens.
